mIAP inh: blocks mouse intestinal alkaline phosphatase; purified mouse IAP, CDP-Star luminescence, 30 min; inhibition, % at 10 µM; hit rate 0.2% among 330,000; AID 2806;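 active = inhibition of at least 40% at 10 µM in the primary screen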;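 note: plate controls were DMSO with enzyme for no effect and no enzyme wells for full effect; values of inactives mirror those of a sister screen read the other way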
hIAP activ: human IAP activation; P09923; purified human IAP, CDP-Star luminescence, 30 min; active compounds read high; 1 = vehicle-only enzyme, 0 = enzyme-free background; activation factor at 10 µM; hit rate 0.16% among 330,000; AID 2524;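 active = activation factor of the enzyme at least 2-fold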; note: the source names both 10 and 20 µM as test concentration; values of inactives mirror those of a sister screen read the other way
Target sequence (P09923 whole entry, looked up): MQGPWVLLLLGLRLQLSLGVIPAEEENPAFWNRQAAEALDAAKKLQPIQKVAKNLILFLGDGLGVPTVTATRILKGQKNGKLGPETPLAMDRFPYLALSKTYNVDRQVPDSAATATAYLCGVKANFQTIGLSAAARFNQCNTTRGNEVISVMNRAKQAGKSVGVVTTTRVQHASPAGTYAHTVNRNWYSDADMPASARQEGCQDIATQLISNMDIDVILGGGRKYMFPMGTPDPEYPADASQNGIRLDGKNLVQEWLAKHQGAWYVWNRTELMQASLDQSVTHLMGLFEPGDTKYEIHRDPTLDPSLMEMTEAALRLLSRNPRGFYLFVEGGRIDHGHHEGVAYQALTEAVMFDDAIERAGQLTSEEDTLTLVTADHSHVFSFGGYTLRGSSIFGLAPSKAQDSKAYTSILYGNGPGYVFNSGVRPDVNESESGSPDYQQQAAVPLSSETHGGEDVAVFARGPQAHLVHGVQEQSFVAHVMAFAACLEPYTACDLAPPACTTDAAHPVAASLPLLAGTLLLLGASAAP
MIN6 prolif: MIN6 beta-cell proliferation induction; MIN6 cells proliferation, ATPlite luminescence, 48 h; cells starved in 0.2% serum; 100% = growth in 10% serum; proliferation, % at 10 µM; hit rate 0.29% among 330,000; AID 2380;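 active = compounds whose signal lies at least 3.5 SD above the mean of all wells on their plate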;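 note: 0% = DMSO-treated cells in low-serum medium and 100% = 10% serum control; some compounds called inactive have numbers as strong as hits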
SENP1 FRET inh: SENP1 (human) catalytic domain inhibition | inhibition, % at 10 µM | hit rate 0.21% among 360,000 | recombinant SENP1 catalytic domain, CyPet-SUMO1-YPet FRET cleavage | Q9P0U3;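 active = inhibition at least 30% at 10 µM, raw YFP signal under a set limit, fluorescence ratio 0.5 to 1.5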;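 note: 0% = enzyme with DMSO and 100% = no enzyme wells; some results filed as inactive read as strong as hits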
Target sequence (Q9P0U3 419-644 limits assumed): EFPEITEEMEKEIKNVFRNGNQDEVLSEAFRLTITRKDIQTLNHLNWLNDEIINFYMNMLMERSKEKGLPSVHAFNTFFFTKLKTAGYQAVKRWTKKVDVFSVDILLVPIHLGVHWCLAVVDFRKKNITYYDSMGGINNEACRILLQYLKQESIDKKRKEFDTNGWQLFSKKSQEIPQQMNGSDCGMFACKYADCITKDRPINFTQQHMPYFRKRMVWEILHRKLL
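Material – human SENP1 catalytic domain · Input – SENP1 enzyme, 20 pM final · Compound dosing – single concentration of 10 µM compound, 0.5% DMSO final · Timing – enzyme reaction for 50 min at room temperature, dark · Measured by – FRET fluorescence in CFP and YFP emission channels · Control set – no-enzyme wells low, DMSO-plus-enzyme wells high control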
hIAP block: human IAP inhibition; P09923; hit rate 0.12% among 330,000; inhibition, % at 10 µM; purified IAP, CDP-Star luminescence, 30 min; AID 2544;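 active = inhibition reaching a set limit with compound at 10 µM in the primary screen, cut at about 35% in these data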;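 note: plate controls were DMSO wells with enzyme for no effect and no-enzyme buffer wells for full effect; values of inactives mirror those of a sister screen read the other way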
mIAP activ: mouse IAP activation; muIAP, CDP-Star luminescence, 30 min; active compounds read high; 1 = vehicle-only enzyme signal, 0 = enzyme-free wells; activation factor at 10 µM; hit rate 0.24% among 330,000; AID 2805;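 active = activation factor of at least 2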; note: the source names both 10 and 20 µM as test concentration; values of inactives mirror those of a sister screen read the other way
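Assay system: mouse IAP enzyme; Reagent: CDP-Star chemiluminescent phosphatase substrate; Compound: DMSO-dissolved test compounds; Incubation: 30 min, room temperature; Technique: luminescence from enzymatic CDP-Star hydrolysis; Controls: DMSO-only wells and no-enzyme negative control.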
A3A deaminase: blocks human APOBEC3A ssDNA deamination; recombinant A3A, FAM/TAMRA ssDNA deamination fluorescence; inhibition, % at 20 µM; hit rate 0.41% among 330,000;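 active = at least 40% inhibition at 20 µM here, with at most 30% in a related deaminase screen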;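 note: plate controls were A3A with DMSO for no effect and wells lacking A3A enzyme for full effect; some results filed as inactive read as strong as hits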
Target sequence (P31941 whole entry, looked up): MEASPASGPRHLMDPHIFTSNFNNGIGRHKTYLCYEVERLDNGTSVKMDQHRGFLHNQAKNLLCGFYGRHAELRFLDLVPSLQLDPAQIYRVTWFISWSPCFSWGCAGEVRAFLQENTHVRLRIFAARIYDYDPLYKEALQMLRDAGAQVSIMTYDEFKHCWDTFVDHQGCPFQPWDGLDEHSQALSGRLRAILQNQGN
NALP3 yeast inh: NALP3 inhibition in yeast; Yeast reconstituted NLRP3/ASC/caspase-1, beta-gal luminescence, 24 h; inhibition, % at 10 µM; hit rate 0.39% among 330,000; AID 2825;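 active = inhibition of 50% or more; inactive = inhibition below 50%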;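 note: plate controls were induced DMSO wells for no effect and uninduced yeast grown without galactose for full effect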
A3G deaminase: inhibitors of human APOBEC3G DNA deaminase. Q9HC16. recombinant A3G, ssDNA deamination FAM/TAMRA fluorescence. inhibition, % at 20 µM. hit rate 0.28% among 330,000. AID 493012;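 active = inhibition of at least 40% at 20 µM, with no more than 30% in the related APOBEC3A deaminase screen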;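 note: plate controls were DMSO wells with A3G for no effect and wells lacking A3G enzyme for full effect; some compounds called inactive have numbers as strong as hits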
* hit, by the source's call; . = no result given.

| structure | mIAP inh | hIAP activ | MIN6 prolif | SENP1 FRET inh | hIAP block | mIAP activ | A3A deaminase | NALP3 yeast inh | A3G deaminase |
| --- | --- | --- | --- | --- | --- | --- | --- | --- | --- |
| CCc1cccc(C)c1NC(=O)COC(=O)Cc1ccsc1 | 2 | 1.1 | -3 | 3 | -12 | 0.98 | 0 | 0 | -4 |
| CN(Cc1cccs1)C(=O)Cn1cnc2ccccc2c1=O | -7 | 1 | -1 | 0 | -3 | 1.1 | 3 | 4 | 7 |
| COC(=O)Cc1cc(=O)[nH]c(/N=C(\N)Nc2ccccc2)n1 | -2 | 1 | 0 | -4 | -2 | 1 | 2 | 11 | 3 |
| O=C(COC(=O)c1ccc2[nH]c3c(c2c1)CCCC3)Nc1ccc(Cl)cc1Cl | -14 | 0.95 | 0 | -41 | 5 | 1.1 | -1 | -4 | -3 |
| CCOc1ccc(NC(=O)CN(C)C(=O)CC2OC(=O)c3ccccc32)cc1OCC (stereo not given) | 5 | 1.1 | -2 | -1 | -12 | 0.95 | -1 | 2 | -8 |
| CC(C)N1CCc2c(sc(NC(=O)CCS(=O)(=O)c3ccccc3)c2C#N)C1 | -7 | 0.96 | -6 | -32 | 4 | 1.1 | 2 | 19 | 3 |
| CC(C)CCNC(=O)COc1ccc2c3c(c(=O)oc2c1)CCC3 | -15 | 1.3 | 0 | -2 | -28 | 1.1 | 7 | 2 | 3 |
| COc1ccc(NS(=O)(=O)c2ccc3c(c2)OCCO3)cc1OC | -2 | 0.9 | 0 | 2 | 10 | 1 | -3 | 6 | -1 |
| CCC(Sc1ccc2nnc(-c3cccnc3)n2n1)C(=O)O (stereo not given) | -4 | 0.96 | -3 | 0 | 4 | 1 | 3 | 14 | 2 |
| CCN1CCc2nc(NC(=O)c3ccc(S(=O)(=O)N(C)C)cc3)sc2C1 | 1 | 1 | -3 | -60 | -2 | 0.99 | 3 | 7 | -3 |
| CCCCC(=O)Nc1cccc(-c2nnc(-c3ccccc3)o2)c1 | -3 | 1.1 | -1 | 3 | -14 | 1 | 0 | 32 | -5 |
| CN(C)C(CNc1ncnc2sccc12)c1ccccc1 (stereo not given) | 8 | 1.1 | -1 | -66 | -11 | 0.92 | 2 | -9 | -5 |
| COCCN(C(=O)CSc1nnc(-c2ccccc2F)n1N)c1c(N)n(Cc2ccccc2)c(=O)[nH]c1=O | -2 | 1.2 | -1 | 2 | -16 | 1 | -1 | 18 | -4 |
| Oc1sc(C=Nc2ccccc2)c2ccccc12 | 12 | 0.97 | -3 | -18 | 3 | 0.88 | -3 | 45 | -5 |
| O=CN1CCN(C(=O)COc2ccc(Cl)cc2Br)CC1 | -7 | 1.1 | 0 | 4 | -7 | 1.1 | 2 | 29 | 1 |
| CCCC(=O)Nc1cc(S(=O)(=O)N2CCCCC2)ccc1N1CCOCC1 | -4 | 1.1 | -2 | 0 | -8 | 1 | -2 | 13 | -11 |
| COCC1CCN(C(=O)c2cc(COc3ccccc3SC)on2)C1 (stereo not given) | -2 | 1.1 | -2 | 1 | -8 | 1 | -2 | 29 | -8 |
| O=C(Nc1cccc(F)c1)NC1CCCc2ccccc21 (stereo not given) | 4 | 0.97 | 1 | -1 | 2 | 0.96 | -3 | 8 | -9 |
| CCN(c1ccccc1)S(=O)(=O)c1cc(C(=O)NCc2ccccn2)ccc1C | 9 | 1.1 | 3 | 2 | -10 | 0.91 | -1 | 19 | -8 |
| CC1=CC(C)(C)Nc2ccc(OC(=O)CN3C(=O)c4ccccc4C3=O)cc21 | 6 | 0.91 | -3 | -37 | 9 | 0.94 | -1 | 9 | -6 |
| CC1COc2ccccc2N1C(=O)c1cccnc1Cl (stereo not given) | 5 | 1 | -1 | -4 | -4 | 0.95 | -4 | 27 | -10 |
| CCc1ccc(C(O)(C(C)C)C(CN2CCOCC2)c2ccccc2)cc1 (stereo not given) | 2 | 0.87 | -6 | 0 | 13 | 0.98 | -3 | 10 | -5 |
| COC(=O)c1cc(S(=O)(=O)NCC(C)c2ccccc2)cn1C (stereo not given) | -1 | 1.1 | -2 | 1 | -14 | 1 | -4 | 19 | -1 |
| CCCCn1c(N)c(N(CCOC)C(=O)COC(=O)COc2c(C)cc(C)cc2C)c(=O)[nH]c1=O | 5 | 1 | -5 | 0 | -2 | 0.95 | 1 | 15 | -8 |
| Cc1cccc(OCC(=O)Nc2ccccc2C(F)(F)F)c1 | -15 | 1 | -1 | 1 | -1 | 1.1 | -2 | 15 | -4 |
| Cc1ccccc1NC(=O)c1ccc(S(=O)(=O)N2CCCC2)cc1 | 7 | 0.83 | -1 | -1 | 17 | 0.93 | -1 | 23 | -6 |
| FC(F)(F)c1ccccc1NC(=S)NN=C1CCCCCC1 | 15 | 1.3 | -4 | . | -31 | 0.85 | -1 | 38 | 20 |
| C=CCn1cc(Cl)cc(C(=O)Nc2ccccc2)c1=O | -1 | 0.94 | 2 | -2 | 6 | 1 | 0 | 15 | -1 |
| ClCCN1C2=NCCCN2c2ccccc21 | 3 | 1 | -2 | 1 | -4 | 0.97 | -4 | 8 | -11 |
| CCOC(=O)CSc1nnc2c(n1)C1(C)CCC2C1(C)C (stereo not given) | 2 | 1.1 | -1 | 0 | -12 | 0.98 | 2 | -3 | 1 |
| O=C(COc1ccc(Br)cc1)Nc1ccc2c(c1)C(=O)NC2=O | 12 | 1.1 | -2 | 1 | -12 | 0.88 | -1 | 1 | -1 |
| Cc1cc(C)c(NC(=O)CSCc2c(C)noc2C)c(C)c1 | 6 | 0.97 | -1 | 1 | 3 | 0.94 | -4 | 0 | -8 |
| Cc1ccccc1-c1nc(CN2CCC(C(=O)N3CCC(C(N)=O)CC3)CC2)c(C)o1 | -9 | 0.98 | 0 | -8 | 2 | 1.1 | 0 | 25 | -2 |
| CCN(CC)c1ccc(/C=N/NC(=S)NCc2ccccc2)c(O)c1 | 5 | 1.1 | 0 | -72 | -13 | 0.95 | -10 | 19 | -7 |
| CN(C)c1ccccc1C(=O)c1ccccc1N(C)C | 6 | 0.98 | -3 | -16 | 2 | 0.94 | 2 | 9 | 0 |
| Nc1nc(N(Cc2ccccc2)Cc2ccccc2)nc(C(F)(F)F)n1 | 3 | 0.88 | -7 | 1 | 12 | 0.97 | -2 | -13 | 0 |
| CC(C)(C)NC(=O)Cn1nnnc1-c1nonc1N | -3 | 0.96 | 2 | 8 | 4 | 1 | -17 | -11 | -5 |
| O=C(O)CSc1c2c(nc3cc(C(=O)NCCN4CCOCC4)ccc13)CCC2 | -3 | 1.1 | -3 | . | -7 | 1 | 0 | 13 | 6 |
| COC(=O)c1sc(N2CCCCC2)c(C#N)c1N | -4 | 1 | 1 | 2 | 0 | 1 | 0 | 26 | -3 |
| Cc1scc(C(=O)N2CCN(S(C)(=O)=O)CC2)c1-c1ccccc1 | 11 | 1 | -2 | 0 | 0 | 0.89 | 3 | -5 | 4 |
| O=C1C2CCCN2C(=O)N1CCCCN1CCN(c2cccc(Cl)c2)CC1 (stereo not given) | 2 | 0.85 | 0 | 0 | 15 | 0.98 | -4 | 3 | -3 |
| CCOC(=O)N1CCN(C(=O)CN2C(=O)COc3ccc(S(=O)(=O)N4CCOCC4)cc32)CC1 | -5 | 0.97 | -5 | -1 | 3 | 1.1 | 0 | 13 | 9 |
| CC(Sc1ccc(Cl)cc1)C(=O)Nc1ccc(S(=O)(=O)N2CCOCC2)cc1 (stereo not given) | -24 | 1.2 | -1 | 1 | -18 | 1.2 | -2 | 3 | -4 |
| CC1(C)NC(=O)N(CC(=O)NNC(=O)c2ccccc2F)C1=O | 7 | 0.91 | 2 | -2 | 10 | 0.93 | -1 | 12 | -6 |
| Cc1cc(C)c2c(CN3CCC(C)CC3)cc(=O)oc2c1C | -10 | 0.96 | -4 | -1 | 4 | 1.1 | -8 | 3 | -12 |
| CCOc1ccc(Nc2nc(NCC3CCCO3)c3ccccc3n2)cc1 (stereo not given) | 3 | 0.99 | -6 | 2 | 1 | 0.97 | -2 | 18 | -5 |
| CN(C(=O)C1CCCO1)C1CCS(=O)(=O)C1 (stereo not given) | 3 | 1 | -2 | 0 | -2 | 0.97 | -2 | 11 | -10 |
| COc1ccc(CCNC(=O)CCn2c(=O)c3cccn3c3ccc(F)cc32)c(OC)c1OC | -3 | 0.99 | 8 | -1 | 1 | 1 | -3 | 11 | -4 |
| COc1ccc(N2CCN(C(=O)c3[nH]c4ccc(OC)cc4c3C)CC2)cc1 | 0 | 1.2 | -2 | 6 | -23 | 1 | 1 | 12 | -3 |
| NS(=O)(=O)c1ccc(F)c(C(=O)O)c1 | 5 | 0.87 | 2 | 2 | 13 | 0.95 | 2 | 23 | -5 |
| CCCCCCS(=O)[C@H]1CS(=O)(=O)C[C@@H]1S(=O)CCCCCC (stereo not given in full) | -11 | 1 | -3 | 1 | -2 | 1.1 | 7 | 8 | 12 |
| COC(=O)C1CN(C(=O)c2cccc(OC(F)F)c2)c2ccccc2O1 (stereo not given) | -6 | 1.1 | -3 | -2 | -12 | 1.1 | 4 | 20 | 2 |
| CC(C)CCNc1nc2c(cc1C#N)COC(C)(C)C2 | -4 | 1.1 | -3 | -3 | -9 | 1 | -4 | -3 | -3 |
| O=C(CC1C(=O)N(c2ccc(F)cc2)C(=O)N1Cc1ccccn1)Nc1ccccc1 (stereo not given) | -1 | 0.86 | 2 | 1 | 14 | 1 | 4 | 10 | 1 |
| Cn1c(CC(=O)NNC(=O)c2cccnc2)nc2ccccc21 | 6 | 1.6 | -3 | -3 | -61 | 0.94 | 2 | 5 | -5 |
| C1CCC(Nc2nnnn2C2CCCCC2)CC1 | 2 | 1.2 | -2 | 3 | -18 | 0.98 | -3 | 2 | -6 |
| CCCC(C)C(=O)Nc1ccc(S(=O)(=O)N2CCCC2)cc1 (stereo not given) | -4 | 1.1 | -2 | -3 | -7 | 1 | -2 | 23 | 1 |
| COc1ccc(N(CC(=O)NCc2ccco2)S(C)(=O)=O)cc1Cl | -3 | 1.1 | 2 | 0 | -10 | 1 | 0 | -3 | 0 |
| Cc1ccc(NC(=O)C2=NNC(=O)CC2)cc1S(=O)(=O)Nc1ccc(SC(F)F)cc1 | 8 | 0.94 | -1 | 0 | 6 | 0.92 | 2 | 24 | -4 |
| CC(C)CNC(=O)c1ccccc1NC(=O)c1ccccc1N(C)S(=O)(=O)c1ccccc1 | -1 | 0.95 | 1 | 2 | 5 | 1 | 8 | 8 | 1 |
| CC(NC(=O)C(Cc1ccccc1)NC(=O)c1ccccc1)C(=O)O (stereo not given) | -8 | 1.1 | 1 | -1 | -8 | 1.1 | -5 | -4 | -6 |
| O=C(NCCOc1ccc(Cl)cc1)c1ccc2ccccc2n1 | 14 | 0.89 | -4 | 2 | 11 | 0.86 | 6 | 39 | -9 |

Arranged by the number under A3G deaminase (descending): 3 from the list above
SMILES,mIAP inh,hIAP activ,SENP1 FRET inh,hIAP block,mIAP activ,A3A deaminase,NALP3 yeast inh,A3G deaminase
O=C(CC1C(=O)N(c2ccc(F)cc2)C(=O)N1Cc1ccccn1)Nc1ccccc1 (stereo not given),-1,0.86,1,14,1,4,10,1
COC(=O)c1sc(N2CCCCC2)c(C#N)c1N,-4,1,2,0,1,0,26,-3
Cc1cc(C)c2c(CN3CCC(C)CC3)cc(=O)oc2c1C,-10,0.96,-1,4,1.1,-8,3,-12

Not all compounds are listed, so the mix of outcomes need not match the whole.
